Screening results as filed in PubChem BioAssay.
HTR5A inv ctr – HTR5A inverse agonists in luminescence cell assay, primary screen, counter-screen for OPRM1-OPRD1 heterodimer inverse agonist project, full-deck HTS; HTR5A cell line, inverse agonism; AID 504634, 2011; 5-hydroxytryptamine receptor 5A (Homo sapiens), P47898; 340,000 tested, 0.083% active; inhibition, % at 9.3 µM; in the data active = inhibition mostly above about 23%, no sharp cut-off; inactive = mostly below about 18%;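 also: 0% = cells with DMSO and 100% = no-cell wells with DMSO; some compounds called inactive have numbers as strong as hits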
Target sequence (P47898 whole entry, looked up): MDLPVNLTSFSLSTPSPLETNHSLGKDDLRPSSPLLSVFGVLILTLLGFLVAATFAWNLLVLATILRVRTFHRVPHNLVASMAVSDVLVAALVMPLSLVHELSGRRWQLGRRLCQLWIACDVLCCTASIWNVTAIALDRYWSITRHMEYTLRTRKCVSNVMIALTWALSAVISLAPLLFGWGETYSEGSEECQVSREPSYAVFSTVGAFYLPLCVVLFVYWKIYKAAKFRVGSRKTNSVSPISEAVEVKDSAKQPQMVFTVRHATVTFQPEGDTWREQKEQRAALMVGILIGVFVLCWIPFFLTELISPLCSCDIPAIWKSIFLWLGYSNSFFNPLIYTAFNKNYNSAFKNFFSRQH
OPRM1-OPRD1 inv – inverse agonists of MOR-DOR heterodimerization, primary screen, cell-based, luminescence; 340,000 tested, 0.21% active; inhibition, % at 9.3 µM; cell-based MOR-DOR heterodimer luminescence, inverse agonism; AID 504357, 2011; Mu-type opioid receptor (Homo sapiens) + Delta-type opioid receptor (Homo sapiens), …; in the data active = inhibition above about 22%, passing the limit was not always enough;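 also: 0% = cells with DMSO and 100% = wells without cells with DMSO; values of inactives mirror those of a sister screen read the other way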
HTR5A ag – HTR5A agonists in luminescence cell assay, primary screen, counter-screen for OPRM1-OPRD1 heterodimer agonist project, full-deck HTS; 5-hydroxytryptamine receptor 5A (Homo sapiens), P47898; cell-based; activation, % at 9.3 µM; 340,000 tested, 0.61% active; AID 504692, 2011; in the data active = activation mostly above about 9.5%, no sharp cut-off; inactive = mostly below about 7.6%;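 also: 0% = cells with vehicle only and 100% = reference agonist; strong numbers were not always called active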
PfHsp90 set2 – growth inhibition of PfHsp90-expressing yeast, primary screen, antimalarial PfHsp90 inhibitor project, S. cerevisiae, BacTiter-Glo luminescence, single point, set 2. AID 504621, 2011. 310,000 tested, 0.32% active. BacTiter-Glo ATP, 48 h; yeast lacking PDR1 and PDR3 efflux regulators. inhibition, % at 9.4 µM;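 active = every replicate shows inhibition above about 80%, whatever the replicate mean, limit read from the data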;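 also: 0% = DMSO neutral controls and 100% = 20 µM radicicol positive controls; yeast relying on Plasmodium falciparum Hsp90 in place of its own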
Ecoli viability – E. coli V3065 growth inhibition, primary screen, counter-screen for AddAB inhibitor project, absorbance, OD600 | 18 h | inhibition, % at 11.9 µM | 330,000 tested, 0.27% active | AID 449728, 2010;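 active = inhibition above the campaign's mean inhibition across all tested compounds plus 3 SD, cut at about 9.9% in these data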;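 also: uninfected addAB+ strain grown without phage in ampicillin broth; 0% = DMSO wells and 100% = ciprofloxacin 0.95 µg/ml wells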
Pemphigus Ab inh – inhibitors of pemphigus antibody binding to DSG3, primary screen, biochemical, bead-based, flow cytometry, scFv-GFP; binding (percent of control), % at 10 µM; DSG3-coupled beads, scFv-anti-DSG3-GFP binding; active compounds read low; AID 588358, 2011; Desmoglein-3 (Homo sapiens), P32926; 310,000 tested, 0.48% active;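 active = binding more than 3 SD below its plate's average and above zero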;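 also: hits lower antibody fragment binding to DSG3; some compounds called inactive have numbers as strong as hits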
Mot1-301 SUMO – yeast Mot1-301 growth rescue at high temperature, primary screen, SUMOylation pathway inhibitor project, S. cerevisiae, ATP luminescence, 38.5C. S. cerevisiae Mot1-301 growth rescue; percent above DMSO median, 100 means doubled. growth rescue, % at 18.8 µM. 320,000 tested, 1% active;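 active = every valid replicate shows activation above 250% relative to neutral control wells; inactive = the rest, any valid replicate at or below 250%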;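 also: OY570 slx delta 5 strain wells were the positive control but not used for scaling; some compounds called inactive have numbers as strong as hits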
OPRM1-OPRD1 ag – agonists of OPRM1-OPRD1 heterodimerization, primary screen, cell-based, luminescence | Mu-type opioid receptor (Homo sapiens) + Delta-type opioid receptor (Homo sapiens), … | cells | activation, % at 9.3 µM | 340,000 tested, 0.3% active | AID 504326, 2011; in the data active = activation above about 18%;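 also: 0% = vehicle-treated cells and 100% = reference agonist; values of inactives mirror those of a sister screen read the other way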
AddAB inh – growth inhibition of E. coli expressing H. pylori AddAB, primary screen, AddAB inhibitor project, absorbance; AID 435030, 2010; 330,000 tested, 0.29% active; inhibition, % at 11.9 µM; in the data active = inhibition above about 12%;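 also: 0% = vehicle wells of infected cells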
PKA-R1A act – activators of PKA-R1A holoenzyme, primary screen, biochemical, fluorescence polarization, Cy5-IP20, bovine R1A, mouse PKAc; cAMP-dependent protein kinase type I-alpha regulatory subunit (Bos taurus) + …; PKA-R1A dissociation; scaled: DMSO 0%, 113 µM cGMP 100%; activation, % at 11.4 µM; 340,000 tested, 0.083% active; AID 504707, 2011;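 active = percent activation above the mean of all tested compounds plus 3 SD, cut at about 19% in these data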;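 also: higher means more PKAc released from R1A so a rise in polarization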
phage Ecoli inh – growth loss of phage-infected E. coli, primary screen, RecBCD inhibitor project, absorbance, with phage, HTS; inhibition, % at 11.9 µM; 360,000 tested, 0.26% active; AID 651602, 2012; in the data active = inhibition above about 11%
The depositor's hits bear a star; · = not tested or not shown. Rows were taken by chance; about 3.2% have a hit in one of these screens.

#	smiles	HTR5A inv ctr	OPRM1-OPRD1 inv	HTR5A ag	PfHsp90 set2	Ecoli viability	Pemphigus Ab inh	Mot1-301 SUMO	OPRM1-OPRD1 ag	AddAB inh	PKA-R1A act	phage Ecoli inh
1	Cc1ccc(SCc2nc3ccccc3n2CC(=O)Nc2ccc(Cl)cc2)cc1	·	·	·	5	-2.6	96	-9	·	-0.7	13	4.4
2	O=C(Cc1ccccc1)N1CCN(c2ccc([N+](=O)[O-])cc2)CC1	-7	5	2	-18	-2.3	108	-8	-1.1	-1.5	-11	2.1
3	O=C(OCC(=O)N1CCN(Cc2ccccc2)CC1)c1cc(Cl)ccc1[N+](=O)[O-]	-3	-6	1	-11	1.8	109	10	1.4	2.2	-9	-0.5
4	Cc1ccc(CN2C3CCCC2CC(NC(=O)c2ccc(C)cc2)C3)cc1 (stereo unspecified)	-4	-23	1	14	-0.2	92	28	4.5	2.5	16	6.0
5	O=C(O)CC[C@@H](C(=O)O)N1C(=O)c2ccccc2C1=O	-11	2	3	8	2.2	·	-1	-0.3	1.6	10	3.2
6	O=C(/C=C/c1ccco1)OCC(=O)c1cccc([N+](=O)[O-])c1	-3	29*	1	16	0.4	101	-8	-4.5	2.1	0	2.0
7	O=C(OCc1cc2ccccc2[nH]c1=O)C1CCCCC1	-29	-17	8	8	0.8	105	·	3.2	5.0	-9	1.1
8	CCOc1cc(C=C(C(=O)OC)C(=O)OC)ccc1OCc1ccc([N+](=O)[O-])cc1	8	-3	3	-2	-4.6	92	·	0.6	1.7	-2	-2.9
9	COc1ccc(NC(=O)CSc2nnc(-c3ccncc3)o2)c(OC)c1	-2	-28	1	-29	1.8	103	16	4.3	2.6	-8	5.8
10	COc1ccc(-c2cc(=O)oc3c(C)c(OC(C)C(=O)Nc4ccc(CN5CCOCC5)cc4)ccc23)cc1 (stereo unspecified)	-6	2	4	-28	-1.1	102	63	-0.4	1.2	-2	5.3
11	N#CCCn1nc(-c2ccc(Br)cc2)cc1Nc1ccccc1NC(=O)C(F)(F)F	-11	-17	4	-6	-1.9	100	-18	2.8	-2.7	-5	3.9
12	CN(CC(=O)Nc1cccc(F)c1)C(=O)CC1CCCC1	-1	-11	4	7	·	98	·	1.7	·	-8	3.5
13	Cc1ccc(NS(=O)(=O)c2cccc(C(=O)NNC(=O)c3cccn3C)c2)c(C)c1	-10	2	-1	-11	-0.4	102	-7	-0.4	-0.1	-5	3.9
14	CC(C)(C)NC(=S)NCc1ccco1	-4	6	-3	-8	-0.6	·	-11	-1.2	-0.1	0	2.7
15	CCCCN1C[C@H](CO)Oc2cccc(F)c2S1(=O)=O	-16	17	4	-12	·	107	·	-3.7	·	-14	0.9
16	Cc1ccc(CNC(=O)C2CCCN(S(=O)(=O)c3cccc4nonc34)C2)cc1 (stereo unspecified)	-19	8	-1	-17	-2.3	·	4	-1.3	3.9	3	1.1
17	COc1ccc(/C=N/NC(=O)c2cccc(NC(=O)c3ccccc3Cl)c2)cc1OC	5	7	-2	-22	-0.6	100	219	-1.2	-0.8	-4	5.1
18	CC1CN(S(=O)(=O)c2ccc(C(=O)Nc3ccc(S(=O)(=O)N4CCOCC4)cc3)cc2)CC(C)O1 (stereo unspecified)	-1	11	2	-10	-0.1	106	-8	-2.0	4.7	-8	2.5
19	CCN(C[C@H]1N[C@@](Cc2ccccc2)(C(=O)OC)[C@H]2C(=O)N(C)C(=O)[C@@H]12)C(=O)C1CCCCC1	-12	6	3	6	-2.0	100	·	-1.2	4.7	-8	3.4
20	CC1CCN(C(=S)NC(=O)c2cccc([N+](=O)[O-])c2)CC1	-10	4	2	-5	1.4	109	315	-0.6	-0.6	-6	0.6
21	Cc1cccc(OCC(=O)Nc2cccc(-c3nnc(-c4ccccc4)o3)c2)c1C	-5	-27	2	-5	0.4	82	2	4.4	1.4	6	1.1
22	O=C(c1ccco1)N(Cc1ccc([N+](=O)[O-])cc1)c1ccc(Cl)cc1	9	-6	-1	·	-0.3	107	10	1.1	1.3	-1	1.2
23	CN1C(=O)C(=O)/C(=C(/O)c2ccccc2)C1c1ccc(Br)cc1 (stereo unspecified)	1	17	0	20	·	98	-23	-3.6	·	-16	-0.4
24	O=C(Cc1cccc(NC(=O)C2CCCN(C(=O)C3CC3)C2)c1)Nc1ccc(C(=O)N2CCOCC2)cc1 (stereo unspecified)	-9	-6	3	-18	·	104	·	1.2	·	3	2.9
25	COc1cc(C2/C(=C(\O)c3ccc4c(c3)CC(C)O4)C(=O)C(=O)N2CC2CCCO2)cc(OC)c1OC (stereo unspecified)	2	7	-3	11	·	101	·	-1.3	·	-14	1.8
26	Cc1ccsc1C=Nc1c(C)n(C)n(-c2ccccc2)c1=O	7	3	-4	·	1.0	101	-7	-0.5	-0.3	-3	-0.6
27	NS(=O)(=O)Oc1ccccc1	2	13	-1	-6	-1.4	·	-7	-2.2	0.6	-11	-0.3
28	CC1CCCC(NC(=O)COC(=O)CCC2CCCC2)C1C (stereo unspecified)	-15	-36	-2	1	-2.5	45*	99	6.2	0.3	-7	1.9
29	Cc1ccc(CS(=O)(=O)Cc2ccc(C(=O)NC3CCCCCC3)o2)cc1	-10	3	2	21	-0.9	99	3	-0.5	3.6	-6	1.9
30	CCOc1ccc(C(=O)NCC(=O)OCc2c(F)cccc2Cl)cc1	9	-1	-4	-6	-2.7	96	14	0.2	-2.2	4	2.5
31	Cc1ccccc1C(=O)Nc1ccnn1C1CCN(Cc2c(C)n(C)c3ccccc23)CC1	-15	3	1	-7	·	91	·	-0.5	·	-2	2.4
32	O=C(CCC1CCCC1)Nc1ccc(Br)cn1	11	-11	2	14	0.3	91	136	1.8	1.3	-21	1.8
33	CC(C1CC1)N(C(=O)c1ccccc1O)c1ccccc1 (stereo unspecified)	-17	3	-6	·	0.8	101	33	-0.5	1.1	-12	3.7
34	Cc1ccc(CN2CCN(CC(=O)NCc3ccc(Cl)cc3)C2=O)cc1	-4	-3	1	-16	-0.4	107	173	0.6	5.1	1	2.1
35	O=C(O)c1ccc(CSCc2ccco2)cc1	9	16	1	18	-1.0	98	·	-2.7	-0.7	-10	-0.1
36	CN1CCN(c2ccccc2NC(=O)c2ccc(-c3ccc(Cl)cc3Cl)o2)CC1	14	-8	2	6	-4.4	98	32	1.5	-4.0	-11	2.8
37	CC(=O)OC(=C(OC(C)=O)c1ccccc1)c1ccccc1	-11	-1	3	1	·	98	·	0.2	·	12	3.6
38	CN(C)C(CNC(=O)CCCc1c[nH]c2ccccc12)c1ccco1 (stereo unspecified)	-7	-46	3	-23	-0.7	·	-3	8.9	0.3	-1	2.6
39	CCOP(C)(=O)C1(C(=O)OCc2ccccc2)CC1 (stereo unspecified)	-24	13	9	8	-1.2	96	5	-3.1	2.1	-8	1.1
40	c1csc(CNc2ccc3c(c2)OCCO3)c1	-8	-19	1	5	-0.8	102	19	2.8	3.5	-2	1.7
41	CCOC(=O)CSc1nnc(CNC(=O)c2cccs2)n1-c1cc(OC)ccc1OC	-14	-1	0	-4	-1.5	99	·	0.1	-0.3	-10	·
42	COc1ccc(NC(=O)CN2CCCCC2)cc1S(=O)(=O)N1CCCCC1	3	10	-1	3	-2.3	116	1	-1.9	-0.4	4	3.1
43	CCOC(=O)c1c(/N=C/c2ccc(OC)cc2O)sc2c1CCN(C)C2	4	-1	-1	2	1.8	97	-8	0.2	0.3	-9	3.3
44	Cc1ccc(NC(=S)Nc2ccc(F)cc2)c(C)c1	16	14	-6	2	-1.3	98	46	-2.8	6.5	10	2.1
45	CCOC(=O)c1c(N2C(=O)Nc3ccccc3N2O)n[nH]c1-c1cccc(OC)c1	10	3	1	·	-2.5	84	9	-0.5	-1.9	10	4.5
46	CN1CCN(c2ccc(C(F)(F)F)cc2NC(=O)c2ccco2)CC1	8	13	5	19	-2.3	102	-5	-2.3	-1.6	-4	3.9
47	CN(c1ccccc1C(=O)Nc1cccc([N+](=O)[O-])c1)S(C)(=O)=O	1	9	0	8	-1.0	98	3	-1.8	1.5	-6	3.3
48	CCOC(=O)c1cnc2c(c(C)nn2CC)c1NCCN1CCOCC1	-11	0	-3	·	0.6	125	-28	0.0	1.4	-2	-1.2
49	CCC(C)(C)NC(=O)C(c1ccc(C)cc1)N(Cc1ccco1)C(=O)Cn1nnc2ccccc21 (stereo unspecified)	-3	-11	-2	31	-1.4	101	-2	2.2	-1.6	5	1.1
50	CCN1CCCC1CNS(=O)(=O)c1ccc(Cl)c(C(F)(F)F)c1 (stereo unspecified)	22	14	13*	8	1.4	89	15	-3.0	4.1	2	2.0
51	C/C(=N\NC(=O)CC1N=C(Cc2ccccc2)NNC1=O)c1ccccc1 (stereo unspecified)	-29	16	4	9	-2.4	101	-12	-3.0	0.3	-3	3.7
52	C/C(=N\NC(=O)c1ccc(Br)cc1)c1cccnc1	11	15	4	-16	·	106	6	-4.6	·	-19	4.0
53	COc1ccc(N2C(=O)CCC(C(=O)N3CCCCCC3)C2c2ccc(OC)c(OC)c2)cc1 (stereo unspecified)	-3	11	-2	1	-1.8	101	198	-2.0	0.8	-5	2.5
54	Cc1ccc2c(CSc3nnc4ccccn34)cc(=O)oc2c1C	0	23	-1	5	1.4	125	396	-4.3	3.8	-10	3.0
55	COc1cc(NC(=O)C2=C(C)OCCS2)c(Cl)cc1C(=O)NCCN1CCN(C)CC1	4	14	1	9	-2.1	·	1	-2.6	-0.1	-2	1.1
56	Cc1cc(C(=O)c2cnc(/N=C/N(C)C)s2)cc(C)c1O	3	21	-6	31	0.1	101	19	-3.9	1.1	-13	2.2
57	CSc1nc2ccccc2n1CC(=O)Nc1cc(C(F)(F)F)ccc1N1CCOCC1	·	·	·	0	1.3	107	-2	·	0.7	-7	2.5
58	CC(C)(C)Nc1c(-c2ccc(O)cc2)nc2ccc(Cl)cn12	-44	-3	5	-22	2.7	·	85	0.5	0.2	-6	4.7
59	CCOC(=O)Cn1c(CCC(=O)O)ccc1-c1ccc(F)cc1	-6	4	2	4	-1.5	·	-11	-0.8	3.1	7	0.5
60	Cc1cc(C)cc(NC(=O)c2c(C)nc3ccccn23)c1	-17	9	6	-6	0.0	103	30	-1.6	1.9	-3	1.9
